# PglD inh: blocks C. jejuni PglD acetyltransferase activity. inhibition, % at 12.5 µM. purified PglD enzyme, DTNB colorimetric CoA detection. AID 602405. 360,000 tested, 0.098% active; in the data active means inhibition above about 16%, passing the limit was not always enough; further: strong numbers were not always called active
# F508del corr: correctors of CFTR F508del function in bronchial epithelial cells | CFBE cells, YFP halide quenching; stimulated with forskolin plus potentiator P3; % fluorescence drop versus neutral controls | activity (quench increase), % at 7.58 µM | 350,000 tested, 0.36% active;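 active means mean added fluorescence quench of at least 8% versus neutral control, with both replicates also reaching 8%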;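 further: cells transiently co-express mutant CFTR-F508del with the halide-sensitive YFP; corrector assay measuring rescue of mutant channel to the surface after 24 h compound exposure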
# Cneo AK release: causes C. neoformans cell lysis. 360,000 tested, 0.2% active. adenylate kinase release luminescence, 4 h; normalised: neutral wells 0, clomiphene wells 100. lysis activity, % at 15 µM;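 active means mean lysis activity across replicates of at least 80%, whatever share of replicates individually reach that level; inactive means mean lysis activity below 80%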
#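 Assay system: log-phase C. neoformans yeast / Quantity: yeast cell density of 5 × 10^6 cells/mL / Medium: fresh YPD growth medium / Compound: single dose / Timing: static 4 h at 37 °C with compound, 1 h detection / Measured by: adenylate kinase release luminescence / Read-out: lysis from increased AK signal / Benchmarks: Clomiphene as positive lysis control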
# PGC1a acetyl inh: PGC1a acetylation modulation, inhibitor mode | inhibition, % at 15.6 µM | U2OS PGC1a acetylation, AlphaScreen anti-acetyl-lysine; with virally co-expressed GCN5 acetyltransferase | 350,000 tested, 0.17% active;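 active means every replicate shows inhibition of at least 40%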;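 further: 0% = neutral control wells and 100% = positive control wells; some results beyond the cut were filed as inactive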
# FN deposit inh: fibronectin deposition inhibition; AH1F fibroblasts, Alexa488-fibronectin deposition fluorescence, overnight; 350,000 tested, 0.086% active; inhibition, % at 12.6 µM; AID 743247;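 active means mean inhibition across replicates of 30% or more, regardless of how many single replicates reach that level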;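 further: positive control wells lacked labelled fibronectin entirely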
#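 material = AH1F fibroblast monolayer depositing Alexa488-labelled fibronectin into matrix | amount = 10000 AH1F cells/well | buffer or medium = DMEM plus 2% serum, read in PBS | incubation = 1 h cell adhesion before compound, then overnight fibronectin incubation | detection = fluorescence at 485 nm excitation, 525 nm emission | evaluation = percent inhibition as loss of matrix-bound fibronectin fluorescence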
# C2C12 statin: suppressors of simvastatin-induced myotoxicity in C2C12 myotubes. 330,000 tested, 0.78% active. rescue of ATP level, % at 7.49 µM. ATP luminescence, 48 h; scaled: DMSO 0, geranylgeraniol control 100. AID 602340;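 active means mean ATP rescue above about 67%, or every replicate alone reaching that limit, limit read from the data, passing the limit was not always enough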;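 further: myotubes were challenged with 10 µM simvastatin during compound exposure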
# miR122 inh: miR-122 inhibition in Huh7 cells; Huh7 miR-122 Renilla luciferase sensor, 48 h; neutral wells = 0, positive control = 100; activation (reporter increase), % at 12.5 µM; 340,000 tested, 0.3% active;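 active means mean replicate activation score at least 90 and every replicate individually at or above 90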;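 further: higher luciferase means less miR-122 activity so hits act as miR-122 inhibitors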
# INS-1E GSIS act: primary screen for activators of insulin secretion dependent on glucose, INS-1E cells, GLuc reporter luminescence; INS-1E GLuc reporter insulin secretion, 2-3 h; activation, % at 16.6 µM; 370,000 tested, 0.61% active;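 active means lowest replicate activation of at least 40%, so every replicate reaches that level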;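 further: 0% = median of neutral control wells and 100% = median of IBMX positive control wells; some compounds called inactive have numbers as strong as hits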
# An asterisk follows results filed as active; . = not tested or not shown; [ ] = another dose, or the depositor's remark.
[1] O=C(Nc1ccc(F)cc1)N1CCCN(c2ccc(C(F)(F)F)cn2)CC1
[2] Nc1ccn([C@@H]2O[C@H](C(=O)NCC(F)(F)F)[C@@H](O)[C@H]2O)c(=O)n1
[3] C[C@@H]1CN([C@H](C)CO)C(=O)c2cc(C#CCC3CCCC3)cnc2O[C@@H]1CN(C)Cc1ccccn1
[4] C[C@@H]1CN([C@H](C)CO)C(=O)Cc2cc(NC(=O)C3CCCCC3)ccc2O[C@H]1CN(C)Cc1ccc(C(=O)O)cc1
[5] COc1ccc(CCNC(=O)CNC(=O)Cn2cnc3sc(C)c(C)c3c2=O)cc1OC
[6] Cc1cccc(NC(=O)C[n+]2ccc(N(C)C)cc2)c1

Compound	1	2	3	4	5	6
PglD inh	-4	4	7	6	-7	-4
F508del corr	-1.1	10*	4.1	2.1	.	-1.7
Cneo AK release	-1	1	-6	-11	3	-1
PGC1a acetyl inh	-4	6	-1	32	4	.
FN deposit inh	8	-10	-14	.	-3	0
C2C12 statin	.	0	-5	-26	11	-24
miR122 inh	-5	-5	38[16.7 µM]	-5[16.7 µM]	-2	.
INS-1E GSIS act	-26	2	23	-4	5	9

[7] S=C(NCCc1ccccc1)Nc1ccc(N2CCCCC2)cc1
[8] COc1ccc(-c2n[nH]c3c2C(c2ccc(OC)c(OC)c2)N(c2ccccc2)C3=O)cc1 (stereo not drawn)
[9] O=S(=O)(Nc1ccc2c(c1)OCO2)c1cccs1
[10] Cc1noc(C)c1C(=O)N1CCc2ccccc21
[11] COc1ccc(NC(=O)Nc2cccnc2)c(OC)c1
[12] C[C@H]1CN([C@@H](C)CO)C(=O)c2cccc(NS(=O)(=O)c3ccc(Cl)cc3)c2O[C@H]1CN(C)S(C)(=O)=O

Compound	7	8	9	10	11	12
PglD inh	0	0	4	-1	.	-3
F508del corr	0.5	.	.	-1.3	0.4	1.6
Cneo AK release	3	0	-3	2	.	-2
PGC1a acetyl inh	8	-7	1	2	3	1
FN deposit inh	-11	5	3	.	7	.
C2C12 statin	15	5	0	5	.	.
miR122 inh	4	2	15	-21	.	6[16.7 µM]
INS-1E GSIS act	2	.	.	4	10	6

# Rewritten as labelled records: 2 of the compounds above
(7) S=C(NCCc1ccccc1)Nc1ccc(N2CCCCC2)cc1
  PglD inh: 0
  F508del corr: 0.5
  Cneo AK release: 3
  PGC1a acetyl inh: 8
  FN deposit inh: -11
  C2C12 statin: 15
  miR122 inh: 4
  INS-1E GSIS act: 2
(8) COc1ccc(-c2n[nH]c3c2C(c2ccc(OC)c(OC)c2)N(c2ccccc2)C3=O)cc1 (stereo not drawn)
  PglD inh: 0
  F508del corr: .
  Cneo AK release: 0
  PGC1a acetyl inh: -7
  FN deposit inh: 5
  C2C12 statin: 5
  miR122 inh: 2
  INS-1E GSIS act: .

# (listing goes on)
[13] CC1CCC2(CC1)SCC(=O)N2c1ccc(F)cc1 (stereo not drawn)
[14] CCCCC(=O)Nc1cccc(NC(=O)C(C)C)c1
[15] CCc1nc2c(OCCC3CCCCC3)cccn2c1N(C)C(=O)C(C)C
[16] C[S+](CC[C@H](N)C(=O)O)C[C@H]1O[C@@H](n2cnc3c(N)ncnc32)[C@H](O)[C@@H]1O (stereo partly drawn)
[17] O=C(NCc1ccccc1CN1CCCCC1)c1ccccc1N1CCCC1=O
[18] Cc1cc(Br)ccc1N=C1C(=O)Nc2ccccc21

Compound	13	14	15	16	17	18
PglD inh	.	-2	5	5	1	-3
F508del corr	0.5	.	.	.	-4.4	-1.3
Cneo AK release	.	17	1	-2	2	0
PGC1a acetyl inh	11	8	.	0	.	-8
FN deposit inh	-5	-1	.	.	11	2
C2C12 statin	4	.	-17	1	8	-2
miR122 inh	.	6	-12	0	.	-5
INS-1E GSIS act	0	.	.	.	3	12

[19] COc1ccc(S(=O)(=O)N2CCOCC2)cc1NC(=O)c1ccc(Cl)cc1
[20] CC(C)C(=O)NNS(=O)(=O)c1ccccc1[N+](=O)[O-]
[21] COc1ccc(CCN2CC(C(=O)NCCN3CCNC3=O)CCC2=O)cc1 (stereo not drawn)
[22] CCn1c(=NC(=O)CN2C(=O)CCC2=O)sc2c(OC)ccc(OC)c21
[23] COC(=O)CNC(c1ccccc1Cl)c1cc(Br)ccc1NS(=O)(=O)c1ccc(C)cc1 (stereo not drawn)
[24] Cc1ccc(NC(=O)NN(C)c2c(Cl)c(Cl)nn2C)cc1

Compound	19	20	21	22	23	24
PglD inh	-5	0	-1	-1	-4	6
F508del corr	1.9	.	-0.6	2.8	-1.6	2.9
Cneo AK release	0	-9	2	1	-3	-1
PGC1a acetyl inh	.	.	6	2	-22	6
FN deposit inh	4	-1	-14	-11	-9	4
C2C12 statin	1	.	-6	6	-5	8
miR122 inh	3	0	-4	9	-3	5
INS-1E GSIS act	-1	16	7	27	8	-4

[25] S=C(NC12CC3CC(CC(C3)C1)C2)N1CCOCC1
[26] O=C(NCCCc1ccccc1)c1cccc(S(=O)(=O)N2CCOCC2)c1
[27] O=S(=O)(N[C@H]1CC[C@@H](CCn2cc(-c3cccc(F)c3)nn2)O[C@@H]1CO)c1ccc(Cl)cc1
[28] Fc1ccc(C2=Nc3cccc4cccc(c34)N2)cc1
[29] COc1ccc(-c2n[nH]c(=S)n2CC(C)C)cc1
[30] O=C(c1ccco1)N1N=C(c2ccc(Br)cc2)CC1c1ccco1 (stereo not drawn)

Compound	25	26	27	28	29	30
PglD inh	.	4	4	-29	1	-3
F508del corr	-1.4	1.4	-2.7	.	.	-0.4
Cneo AK release	.	0	-1	1	1	1
PGC1a acetyl inh	.	-9	-2	6	6	.
FN deposit inh	3	-1	.	-13	3	-3
C2C12 statin	.	10	11	1	-7	0
miR122 inh	-8	-1	.	-9	-6	.
INS-1E GSIS act	-14	20	-34	4	.	7

# Single entries from the list.
# `COc1ccc(CCNC(=O)CNC(=O)Cn2cnc3sc(C)c(C)c3c2=O)cc1OC` in Cneo AK release = 3
# `Fc1ccc(C2=Nc3cccc4cccc(c34)N2)cc1` in FN deposit inh = -13

# (continued)
[31] CCCn1c(=N)n(CC(O)COc2ccc(C)cc2)c2ccccc21 (stereo not drawn)
[32] Cc1ccc(N(C(=O)CCC(=O)Nc2cc(C)on2)C(C(=O)NC2CCCC2)c2cccs2)cc1 (stereo not drawn)
[33] COc1ccccc1Cc1nnc(NC(=O)C2CCN(C(=O)c3ccco3)CC2)s1
[34] COc1ccccc1C1C=C(c2ccc(Cl)cc2)Nc2nc(N3C(=O)CCC3=O)nn21 (stereo not drawn)
[35] O=C(CN1C(=O)NC(Cc2c[nH]c3ccccc23)C1=O)NC1CCCCC1 (stereo not drawn)
[36] CCc1cc(/C(Cc2ccccn2)=N\O)c(O)cc1O

Compound	31	32	33	34	35	36
PglD inh	.	-3	-8	1	3	-5
F508del corr	0.3	.	0.6	.	3.2	-5.6
Cneo AK release	.	0	8	-1	-2	-1
PGC1a acetyl inh	30	-6	0	.	2	0
FN deposit inh	-20	-11	-7	-1	6	3
C2C12 statin	-19	.	-7	1	8	45
miR122 inh	.	-8	-1	-3	-4	52
INS-1E GSIS act	-14	.	-9	.	-2	10

[37] O=C(NCCN1CCOCC1)N1c2ccccc2Sc2ccccc21
[38] CC(C)NC(=O)Nc1ccc2c(c1)C(=O)N([C@@H](C)CO)C[C@H](C)[C@H](CN(C)C(=O)NC1CCCCC1)OCCCC[C@H](C)O2
[39] CC(C)Oc1ccc(CCNC(=O)C2CCC(=O)N(C3CCCCCC3)C2)cc1 (stereo not drawn)
[40] Cc1cc2ccccn2c1C(=O)c1ccc(F)cc1
[41] Cc1ccc(C(CNS(=O)(=O)c2ccc(F)cc2)N2CCN(C)CC2)cc1 (stereo not drawn)
[42] CN1CCN(CC(=O)Nc2nc(-c3c[nH]c4ccccc34)cs2)CC1

Compound	37	38	39	40	41	42
PglD inh	1	1	2	-6	5	1
F508del corr	.	1.4	0.4	3.5	-3.4	-2.3
Cneo AK release	1	-1	2	-5	1	-3
PGC1a acetyl inh	-7	9	14	.	.	2
FN deposit inh	-2	.	10	5	-1	9
C2C12 statin	.	.	5	13	-5	-11
miR122 inh	4	2[16.7 µM]	-5	-4	-5	0
INS-1E GSIS act	.	-9	-18	13	4	7

[43] O=C(C[C@H]1CC[C@@H](NC(=O)c2cccnc2)[C@@H](CO)O1)NCc1ccc(Cl)c(Cl)c1
[44] CCn1c(=O)n(CC(=O)Nc2cccc(OC)c2)c(=O)c2ccccc21
[45] CC(=O)Nc1ccc(OCC(O)Cn2nc(C)c(C)c2C)cc1 (stereo not drawn)
[46] Cc1noc(C)c1NC(=O)N(C)C[C@H]1OCCCC[C@@H](C)Oc2ccc(NC(=O)Cc3ccccc3)cc2C(=O)N([C@H](C)CO)C[C@H]1C
[47] CC(C)C[C@H](NC(=O)N1CC(=O)Nc2ccccc21)C(=O)N[C@H](Cc1ccccc1)C(=O)O
[48] Cc1cc(C)c2cc(CN(CCCN(C)C)C(=S)NCc3ccccc3)c(=O)[nH]c2c1

Compound	43	44	45	46	47	48
PglD inh	0	1	3	-2	-2	.
F508del corr	1.4	.	0.9	0.0	-1.6	0.7
Cneo AK release	-5	-5	1	-1	-2	.
PGC1a acetyl inh	-5	-14	1	2	-6	3
FN deposit inh	-9	.	-6	.	.	0
C2C12 statin	-2	11	4	.	21	.
miR122 inh	5[16.7 µM]	-4	1	2[16.7 µM]	4	.
INS-1E GSIS act	-7	.	-7	-1	-8	0

[49] CCCn1c(N2CCOCC2)nc2c1c(=O)[nH]c(=O)n2C
[50] CCCn1c(-c2cccnc2Cl)nc2cc(Cl)c(Cl)cc21
[51] O=C(c1cnn(C(=O)c2ccccc2)c1)c1ccccc1O
[52] O=C(Nc1cc(F)ccc1F)N1CCCCN2[C@@H](CO)[C@@H](c3ccc(-c4ccncc4)cc3)[C@@H]2C1
[53] Nc1nc2n(n1)C(c1cccs1)CC(c1ccc(F)cc1)N2 (stereo not drawn)
[54] COc1ccc(/C=N/Nc2nc(C)cc(-c3ccccc3)n2)c(OC)c1

Compound	49	50	51	52	53	54
PglD inh	0	4	-5	1	-6	0
F508del corr	-0.6	1.6	.	-4.4	.	-1.0
Cneo AK release	3	0	3	-1	0	0
PGC1a acetyl inh	-10	-15	9	4	-3	-3
FN deposit inh	.	.	-3	.	1	3
C2C12 statin	18	72*	-9	.	-6	-4
miR122 inh	-3	0	-3	12[16.7 µM]	-14	-5
INS-1E GSIS act	-10	-37	-7	6	.	1

[55] C=CCC[C@@H](Cc1ccc(F)cc1)C(=O)OC[C@@H](Cc1c[nH]c2ccccc12)NC(=O)[C@@H](CC=C)CC(=O)NCCO
[56] NC(=O)c1cc(S(=O)(=O)NCc2ccc(Br)cc2)cs1
[57] Cc1ccc(OS(=O)(=O)c2cn(C)c(=O)n(C)c2=O)cc1C
[58] COC(=O)C(C(=O)OC)c1ccccc1[N+](=O)[O-]
[59] Cc1nc(SCC(=O)Nc2ccc(S(=O)(=O)N3CCOCC3)cc2)c2c(C)c(C)sc2n1
[60] NC(=O)[C@@H]1CCCNc2c(I)cc([N+](=O)[O-])cc2C(=O)N[C@@H](CCC(=O)O)C(=O)N[C@@H](CO)C(=O)N1
[61] Cc1ccc(C(=O)NN=C2CCCCCC2)s1

Compound	55	56	57	58	59	60	61
PglD inh	-1	4	.	-2	-3	-1	8
F508del corr	1.1	1.1	2.8	.	3.3	.	-2.3
Cneo AK release	4	-2	.	3	-20	3	-6
PGC1a acetyl inh	.	-1	3	-10	-1	-6	-4
FN deposit inh	-4	-4	7	.	-1	.	-1
C2C12 statin	13	0	.	-5	-22	9	-3
miR122 inh	.	7	.	-7	.	-4	0
INS-1E GSIS act	-42	23	4	-3	.	.	-2

# Screening data (PubChem)
